Compound activity deposited in PubChem BioAssay by several laboratories.
UTI89 phage lysis = inhibition of K1F phage lysis, E. coli UTI89, bacterial capsule biogenesis inhibitors, alamar blue (AID 488966); E. coli UTI89 K1F phage lysis, alamar blue, 2 h; higher % means a stronger effect; inhibition, % at 100 µM, or IC50 in µM where a hit was titrated; actives 0.02% (n = 340,000);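 active = phage lysis inhibition, versus mean bacterial control, above a set limit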;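 also: capsule biogenesis inhibitors block K1F phage lysis so surviving cells raise fluorescence; higher fluorescence means more inhibition of phage lysis; actives were called in the ten point dose series up to 300 µM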
WT yeast gro inh = growth inhibition of WT strain, primary screen, mitochondrial fusion inhibitor project, WT and mutant strains, chemical genetic; mitochondrial fusion phenotypic screen; inhibition, % at 10 µM; actives 2.1% (n = 190,000); AID 1362, 2008; in the data active = inhibition above about 58%; tested in S. cerevisiae
RSV CPE inhibition = RSV antiviral activity via CPE protection, HEp-2 cells, primary 10 µM value included (AID 2391). HEp-2 cells, RSV-induced CPE inhibition; higher % means a stronger effect. one-dose CPE inhibition, % at 10 µM; IC50 in µM for titrated hits. actives 0.13% (n = 310,000); in the data active = a potency from the dose series; also: strong numbers were not always called active
GPR35 arrestin U2OS = GPR35 antagonists blocking zaprinast-driven arrestin recruitment, primary screen, imaging, U2OS, beta-arrestin-GFP, zaprinast agonist (AID 2058); U2OS GPR35 beta-arrestin-GFP translocation imaging, zaprinast antagonism; higher % means a stronger effect; one-dose inhibition, % at 10 µM; IC50 in µM for titrated hits; actives 0.052% (n = 290,000);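 active = inhibition of at least 50% with at least 30 cells and total cytoplasm GFP at most 10,000,000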
LYP phosphatase = inhibitors of LYP phosphatase, biochemical, fluorescence intensity, uHTS (AID 1779) | recombinant LYP phosphatase, fluorescence intensity; higher % means a stronger effect | actives 0.054% (n = 290,000) | one-dose inhibition, % at 11.5 µM; IC50 in µM for titrated hits | Tyrosine-protein phosphatase non-receptor type 22 (Homo sapiens); in the data active = inhibition above about 50%;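 also: plate controls were vehicle with enzyme for no effect and no enzyme for full effect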
Autophagy HCS = autophagy modulators in MEF cells, primary screen, imaging, high-content, MEF GFP-LC3; calls only at 10 µM (by protocol); actives 0.98% (n = 190,000); AID 463193, 2010; MEF GFP-LC3 puncta imaging; test concentration mostly 10 µM;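 active = percentage of spot-positive cells more than 3 SD above its plate mean, without a fluorescence outlier flag or 80% toxicity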;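 also: spot-positive cell cutoff set from DMSO-treated cells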
NTR1 agonist = agonists of NTR1, primary screen, imaging, U2OS cells, beta-arrestin-GFP, high content (AID 493036); NTR1-U2OS beta-arrestin-GFP spot imaging, agonist mode; activation, % at 20 µM; actives 0.17% (n = 330,000);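 active = activation at or above 40% of the spot to cytoplasm intensity ratio, with at least 20 cells analyzed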;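 also: 0% = DMSO without peptide and 100% = 100 nM NTR1 peptide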
Target sequence (P30989 whole entry, looked up): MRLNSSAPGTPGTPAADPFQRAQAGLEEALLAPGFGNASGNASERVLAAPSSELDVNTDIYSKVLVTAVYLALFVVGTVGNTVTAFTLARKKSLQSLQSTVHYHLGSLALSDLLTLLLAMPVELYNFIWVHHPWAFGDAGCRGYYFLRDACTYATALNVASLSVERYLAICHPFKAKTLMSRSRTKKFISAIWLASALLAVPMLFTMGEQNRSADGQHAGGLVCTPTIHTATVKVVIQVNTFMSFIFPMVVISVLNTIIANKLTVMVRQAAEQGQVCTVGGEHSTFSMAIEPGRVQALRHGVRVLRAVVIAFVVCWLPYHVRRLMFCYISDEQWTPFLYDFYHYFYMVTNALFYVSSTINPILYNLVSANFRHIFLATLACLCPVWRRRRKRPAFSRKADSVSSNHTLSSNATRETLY
AID2073 = inhibitors of Mint1-CaV2.2 protein interaction, biochemical, HTRF (AID 2073) | Voltage-dependent N-type calcium channel subunit alpha-1B (Homo sapiens) | HTRF protein-protein interaction, Mint1-CaV2.2; higher % means a stronger effect | one-dose inhibition, % at 20 µM; IC50 in µM for titrated hits | actives 0.19% (n = 290,000); in the data active = inhibition mostly above about 51%, no sharp cut-off; also: some results filed as inactive read as strong as hits
Dengue-2 NS5 capping = Dengue-2 NS5 methyltransferase inhibitors, primary screen, biochemical, confirmation dose response (AID 588689) | Genome polyprotein (Dengue virus type 2 (strain 16681-PDK53)) | Dengue-2 NS5 methyltransferase capping enzyme assay, biochemical; higher % means a stronger effect | inhibition, % at 25 µM; hits with a dose series show IC50 in µM | actives 0.3% (n = 340,000); in the data active = a potency from the dose series
WT yeast gro inh mutant strain = also measured in WT yeast gro inh; calls as there; inhibition, %; mitochondrial fusion phenotypic screen, mutant strain inhibition
Autophagy HCS cell loss 18 h = also measured in Autophagy HCS; calls as there; toxicity, %; measured here: cell loss, nuclei count;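 cell loss after 18 h compound exposure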
NTR1 agonist cell count 20 µM = also measured in NTR1 agonist; calls as there; cell count; measured here: cell count, cytotoxicity flag
Dengue-2 NS5 capping pilot replicate = second read-out of Dengue-2 NS5 capping, no call of its own (marks repeat the call); inhibition, %; measured here: pilot screen replicate inhibition
* marks the source's active call; other numbers are inactive results; [ ] = remark or other dose.

For Cc1ccc(S(=O)(=O)/N=S(\C)C(C)C)cc1 (centres undefined) the results were UTI89 phage lysis 2.2%[50 µM], WT yeast gro inh -27, RSV CPE inhibition 1.4%, GPR35 arrestin U2OS 6%, LYP phosphatase 1%, Autophagy HCS inactive, NTR1 agonist 1.6, AID2073 1%, Dengue-2 NS5 capping 4%, WT yeast gro inh mutant strain -10, Autophagy HCS cell loss 18 h 18 and NTR1 agonist cell count 20 µM 79.
COc1cc2nc(COc3ccc(C#N)cc3)n(CC#N)c(=O)c2cc1OC was read as UTI89 phage lysis 0.1%, WT yeast gro inh -1, RSV CPE inhibition 1.4%, GPR35 arrestin U2OS -4%, LYP phosphatase -4%, Autophagy HCS inactive, NTR1 agonist 1.3, AID2073 1%, Dengue-2 NS5 capping -8%, WT yeast gro inh mutant strain 27, Autophagy HCS cell loss 18 h 4 and NTR1 agonist cell count 20 µM 35.
Screening COCCCNC(=S)N/N=C/c1ccc(O)cc1O returned RSV CPE inhibition 0.4%, GPR35 arrestin U2OS 3%, LYP phosphatase -1%, NTR1 agonist -0.5, AID2073 -13% and NTR1 agonist cell count 20 µM 41.
`Cc1occc1-c1nnc(SCC(=O)Nc2ccccc2N2CCCCC2)n1C` gave UTI89 phage lysis 0.8%, WT yeast gro inh 9, RSV CPE inhibition 6.2%, GPR35 arrestin U2OS -2%, LYP phosphatase 8%, Autophagy HCS inactive, NTR1 agonist 0.0, AID2073 -8%, Dengue-2 NS5 capping -2%, WT yeast gro inh mutant strain 1, Autophagy HCS cell loss 18 h -11 and NTR1 agonist cell count 20 µM 61.
Screening COc1ccc(CN2CCN(c3ccc(F)cc3)CC2)c(OC)c1OC returned UTI89 phage lysis 2.6%[50 µM], WT yeast gro inh -25, RSV CPE inhibition 12%, GPR35 arrestin U2OS 9%, LYP phosphatase -4%, Autophagy HCS inactive, NTR1 agonist -2.1, AID2073 1%, Dengue-2 NS5 capping -3%, WT yeast gro inh mutant strain -18, Autophagy HCS cell loss 18 h 4 and NTR1 agonist cell count 20 µM 52.
CCOC(Cn1cc(C)c(=O)[nH]c1=O)OCC was read as UTI89 phage lysis 2.1%, WT yeast gro inh 2, RSV CPE inhibition 0.1%, GPR35 arrestin U2OS -11%, LYP phosphatase -5%, Autophagy HCS inactive, NTR1 agonist 0.5, AID2073 -6%, Dengue-2 NS5 capping -7%, WT yeast gro inh mutant strain -18, Autophagy HCS cell loss 18 h 3 and NTR1 agonist cell count 20 µM 55.
C=CCn1c(SCC(=O)N(CCOC)c2c(N)n(CC(C)C)c(=O)[nH]c2=O)nc2ccccc21 was read as UTI89 phage lysis 0.7%[50 µM], RSV CPE inhibition 0.4%, NTR1 agonist 0.6, Dengue-2 NS5 capping 2% and NTR1 agonist cell count 20 µM 68.
For Cc1ccc2nc(Cl)c(/C=N/Nc3nc(C)cc(C)n3)c(=O)n2c1 the results were UTI89 phage lysis -0.1%, WT yeast gro inh 12, RSV CPE inhibition 0.5%, GPR35 arrestin U2OS 4%, LYP phosphatase -7%, Autophagy HCS inactive, NTR1 agonist 3.7, AID2073 1%, Dengue-2 NS5 capping 1%, WT yeast gro inh mutant strain -1, Autophagy HCS cell loss 18 h 17 and NTR1 agonist cell count 20 µM 84.
COc1ccc2cc(C(c3nnnn3Cc3ccccc3)N3CCCCCC3)c(=O)[nH]c2c1 (centres undefined) was read as UTI89 phage lysis 0.1%, RSV CPE inhibition 0.4%, GPR35 arrestin U2OS 3%, LYP phosphatase -9%, Autophagy HCS inactive, NTR1 agonist -0.1, AID2073 4%, Dengue-2 NS5 capping 2%, Autophagy HCS cell loss 18 h 8, NTR1 agonist cell count 20 µM 95 and Dengue-2 NS5 capping pilot replicate -1.2.
For COc1ccc(NC(=O)CCNC(=O)c2ccco2)c(OC)c1 the results were UTI89 phage lysis 0.1%, RSV CPE inhibition 1.2%, GPR35 arrestin U2OS 3%, LYP phosphatase -12%, NTR1 agonist -1.7, AID2073 9%, Dengue-2 NS5 capping 6% and NTR1 agonist cell count 20 µM 40.
Screening COCCc1nc2ccc(C(=O)N3CCCC(CCCO)C3)cc2o1 (centres undefined) returned UTI89 phage lysis 0.3%, RSV CPE inhibition 4.2%, GPR35 arrestin U2OS -22%, LYP phosphatase -12%, NTR1 agonist -0.7, AID2073 -1%, Dengue-2 NS5 capping -11% and NTR1 agonist cell count 20 µM 73.
Screening CCn1c(=O)c(=O)n(CC)c2cc(S(=O)(=O)Nc3ccc(C)cc3)ccc21 returned UTI89 phage lysis 0.3%, RSV CPE inhibition 0.6%, GPR35 arrestin U2OS -10%, LYP phosphatase -8%, NTR1 agonist 0.7, AID2073 4%, Dengue-2 NS5 capping 1% and NTR1 agonist cell count 20 µM 54.
O=C(c1cccc(N2CCCC2=O)c1)N1CCN(c2ccc(F)cc2)CC1 was read as UTI89 phage lysis -0.1%, RSV CPE inhibition 0.9%, GPR35 arrestin U2OS -6%, LYP phosphatase -11%, NTR1 agonist -0.3, AID2073 15%, Dengue-2 NS5 capping 0% and NTR1 agonist cell count 20 µM 73.
`C[C@H](NC(=O)c1ccc(C(C)(C)C)cc1)C(=O)N1CCC2(CC1)NCCc1[nH]cnc12` gave UTI89 phage lysis 0.3%, RSV CPE inhibition 0.6%, GPR35 arrestin U2OS 5%, LYP phosphatase -9%, NTR1 agonist 0.3, AID2073 7%, Dengue-2 NS5 capping -7% and NTR1 agonist cell count 20 µM 45.
COc1ccc(-c2noc(CCC(=O)NCCCN3CCN(c4ccccc4F)CC3)n2)cc1 was read as UTI89 phage lysis 0.2%, WT yeast gro inh -2, RSV CPE inhibition -1.8%, GPR35 arrestin U2OS 8%, LYP phosphatase -2%, Autophagy HCS inactive, NTR1 agonist -1.1, AID2073 -8%, Dengue-2 NS5 capping -5%, WT yeast gro inh mutant strain 0, Autophagy HCS cell loss 18 h -18 and NTR1 agonist cell count 20 µM 92.
Screening CCN(CC)S(=O)(=O)c1ccc(C(=O)NCc2ccc3[nH]c4c(c3c2)CCCC4)cc1 returned UTI89 phage lysis 1.3%, WT yeast gro inh 9, RSV CPE inhibition 5.9%, GPR35 arrestin U2OS 10%, LYP phosphatase 0%, Autophagy HCS inactive, NTR1 agonist -1.4, AID2073 24%, Dengue-2 NS5 capping -1%, WT yeast gro inh mutant strain -17, Autophagy HCS cell loss 18 h 17 and NTR1 agonist cell count 20 µM 93.
COc1ccc(C(=O)N/C(=C\c2ccccc2)C(=O)N2CCOCC2)cc1 was read as UTI89 phage lysis 1.5%[50 µM], RSV CPE inhibition 0.7%, GPR35 arrestin U2OS -7%, LYP phosphatase -6%, NTR1 agonist 0.4, AID2073 -6%, Dengue-2 NS5 capping -3% and NTR1 agonist cell count 20 µM 49.
COc1ccc(CCNC(=O)CN(c2ccccc2OC)S(C)(=O)=O)cc1OC was read as UTI89 phage lysis -0.1%, WT yeast gro inh 6, RSV CPE inhibition 1.1%, GPR35 arrestin U2OS 2%, LYP phosphatase -3%, Autophagy HCS inactive, NTR1 agonist 2.2, AID2073 3%, Dengue-2 NS5 capping -1%, WT yeast gro inh mutant strain 4, Autophagy HCS cell loss 18 h -3 and NTR1 agonist cell count 20 µM 44.
Screening Cc1ccc(S(=O)(=O)NC2CCSC2=O)cc1C (centres undefined) returned UTI89 phage lysis 1.1%[50 µM], RSV CPE inhibition 0.0%, NTR1 agonist 1.8, Dengue-2 NS5 capping -1% and NTR1 agonist cell count 20 µM 63.
`Cc1ccccc1CS(=O)(=O)c1nnc([C@H](CC(C)C)NC(=O)OC(C)(C)C)o1` gave UTI89 phage lysis -1.1%, WT yeast gro inh 75*, RSV CPE inhibition -3.7%, GPR35 arrestin U2OS -6%, LYP phosphatase -2%, Autophagy HCS inactive, NTR1 agonist 20, AID2073 20%, Dengue-2 NS5 capping -24%, WT yeast gro inh mutant strain 69*, Autophagy HCS cell loss 18 h -2 and NTR1 agonist cell count 20 µM 84.

Filtered by structure: the compounds so far containing a tert-butyl group.
`C[C@H](NC(=O)c1ccc(C(C)(C)C)cc1)C(=O)N1CCC2(CC1)NCCc1[nH]cnc12` gave UTI89 phage lysis 0.3%, RSV CPE inhibition 0.6%, GPR35 arrestin U2OS 5%, LYP phosphatase -9%, NTR1 agonist 0.3, AID2073 7%, Dengue-2 NS5 capping -7% and NTR1 agonist cell count 20 µM 45.
`Cc1ccccc1CS(=O)(=O)c1nnc([C@H](CC(C)C)NC(=O)OC(C)(C)C)o1` gave UTI89 phage lysis -1.1%, WT yeast gro inh 75*, RSV CPE inhibition -3.7%, GPR35 arrestin U2OS -6%, LYP phosphatase -2%, Autophagy HCS inactive, NTR1 agonist 20, AID2073 20%, Dengue-2 NS5 capping -24%, WT yeast gro inh mutant strain 69*, Autophagy HCS cell loss 18 h -2 and NTR1 agonist cell count 20 µM 84.

Next section
`O=C(NCc1ccccc1C(F)(F)F)C1CC(c2ccccc2[N+](=O)[O-])=NO1` (centres undefined) gave UTI89 phage lysis 0.9%, WT yeast gro inh -21, RSV CPE inhibition 3.0%, GPR35 arrestin U2OS 5%, LYP phosphatase 0%, Autophagy HCS inactive, NTR1 agonist 1.0, AID2073 7%, Dengue-2 NS5 capping -3%, WT yeast gro inh mutant strain -8, Autophagy HCS cell loss 18 h 0 and NTR1 agonist cell count 20 µM 76.
For Cc1[nH]c(C)c(S(=O)(=O)N2CCN(c3cccc(Cl)c3)CC2)c1C(=O)N1CCCCC1 the results were UTI89 phage lysis 0.3%, RSV CPE inhibition 31µM*, GPR35 arrestin U2OS -1%, LYP phosphatase -5%, NTR1 agonist 2.3, AID2073 -4%, Dengue-2 NS5 capping -7% and NTR1 agonist cell count 20 µM 65.
`COc1ccc(N(CCN2C(=O)c3ccccc3C2=O)C(=O)c2cccc([N+](=O)[O-])c2)cc1` gave UTI89 phage lysis -0.1%, WT yeast gro inh 13, RSV CPE inhibition 1.2%, GPR35 arrestin U2OS 6%, LYP phosphatase -7%, Autophagy HCS inactive, NTR1 agonist 1.7, AID2073 -2%, Dengue-2 NS5 capping -1%, WT yeast gro inh mutant strain -10, Autophagy HCS cell loss 18 h 5 and NTR1 agonist cell count 20 µM 87.
`COc1ccc(CCN(C)C(=O)c2cc(S(=O)(=O)N3CCCCC3)ccc2Cl)cc1OC` gave UTI89 phage lysis 1.6%[50 µM], RSV CPE inhibition 14%, NTR1 agonist 1.6, Dengue-2 NS5 capping 7% and NTR1 agonist cell count 20 µM 54.

Compounds as they come, and some 2.6% of all compounds hit somewhere here.
